Screens deposited in PubChem by several laboratories.
NTR1 ag: agonists of NTR1, primary screen, imaging, U2OS cells, beta-arrestin-GFP, high content (AID 493036); P30989; NTR1-U2OS beta-arrestin-GFP spot imaging, agonist mode; activation, % at 20 µM; actives 0.17% (n = 330,000);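 active = activation at or above 40% of the spot to cytoplasm intensity ratio, with at least 20 cells analyzed; inconclusive = wells under 20 cells, flagged as cytotoxic or low count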;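 also: 0% = DMSO without peptide and 100% = 100 nM NTR1 peptide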
Target sequence (P30989 whole entry, looked up): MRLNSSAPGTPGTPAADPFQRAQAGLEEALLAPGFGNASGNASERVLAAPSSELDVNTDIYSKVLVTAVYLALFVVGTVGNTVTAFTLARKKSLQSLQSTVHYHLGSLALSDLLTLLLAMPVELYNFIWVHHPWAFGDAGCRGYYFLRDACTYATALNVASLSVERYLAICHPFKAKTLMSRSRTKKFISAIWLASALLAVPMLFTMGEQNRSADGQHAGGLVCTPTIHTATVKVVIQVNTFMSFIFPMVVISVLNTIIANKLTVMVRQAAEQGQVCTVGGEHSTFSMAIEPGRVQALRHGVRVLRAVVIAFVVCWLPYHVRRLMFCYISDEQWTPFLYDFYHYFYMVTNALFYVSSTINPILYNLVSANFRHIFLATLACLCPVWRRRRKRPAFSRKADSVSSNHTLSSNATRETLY
GPR35 arrestin U2OS: inhibition of zaprinast-stimulated GPR35 beta-arrestin translocation – imaging, U2OS, beta-arrestin-GFP, zaprinast agonist, primary screen (AID 2058); inhibition, % at 10 µM, or IC50 in µM where a hit was titrated; actives 0.052% (n = 290,000); U2OS GPR35 beta-arrestin-GFP translocation imaging, zaprinast antagonism; higher % means a stronger effect;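 active = inhibition of at least 50% with at least 30 cells and total cytoplasm GFP at most 10,000,000; inconclusive = under 30 cells or total GFP of 10,000,000 plus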
GPR55 antagonists: GPR55 antagonists blocking LPI-driven arrestin recruitment, primary screen, imaging, U2OS, beta-arrestin-GFP, LPI agonist (AID 2013) | actives 0.13% (n = 290,000) | U2OS GPR55 beta-arrestin-GFP translocation imaging, LPI antagonism; higher % means a stronger effect | inhibition, % at 10 µM; hits with a dose series show IC50 in µM;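 active = spots per cell inhibited over 60%, with over 100 cells counted and total cytoplasm intensity under 500,000; inconclusive = wells with under 100 cells, flagged as likely toxic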;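 also: U2OS cells stably carrying GPR55 and arrestin-GFP stimulated by 5 µM LPI near EC80; imaged beta-arrestin-GFP aggregate spots per cell after agonist stimulation; plate controls were LPI-stimulated DMSO wells for no effect and DMSO wells without LPI for full effect; some results filed as inactive read as strong as hits; confirmed hits need IC50 under 10 µM and bright autofluorescent wells are also inconclusive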
HIV peptide binding: cell-free HIV fusion peptide-binding blockers – biochemical, uHTS, fluorescence dequenching, primary screen (AID 1986) | cell-free peptide binding, fluorescence dequenching, 30 min; higher % means a stronger effect | inhibition, % at 20 µM, or IC50 in µM where a hit was titrated | actives 0.3% (n = 290,000); in the data active = inhibition mostly above about 52%, no sharp cut-off; inactive = mostly below about 76%; also: some results filed as inactive read as strong as hits
Rac1 GTP hydrolysis: MgcRacGAP GTPase-activating activity inhibitors, confirmation, biochemical, ADP Hunter fluorescence. MgcRacGAP-stimulated Rac1 GTP hydrolysis, ADP Hunter fluorescence; higher % means a stronger effect; GST-tagged Rac1 F28L mutant substrate. inhibition, % at 30 µM; hits with a dose series show IC50 in µM. actives 0.6% (n = 340,000). AID 624330;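 active = first-screen hits whose inhibition reached a set limit at any dose in the follow-up dose series; inconclusive = inhibition above the set first-screen limit but never retested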;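 also: fluorescence reports GDP produced by GAP-driven GTP hydrolysis; strong numbers were not always called active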
Salmonella PhoP GFP: inhibitors of PhoP regulon expression, primary screen, Salmonella Typhimurium, GFP reporter (AID 1863); actives 0.16% (n = 300,000); S. Typhimurium PhoP-regulated promoter GFP reporter, 4 h; higher % means a stronger effect; one-dose inhibition, % at 50 µM; IC50 in µM for titrated hits;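 active = inhibition over 29.93%, a cutoff 3 SD above the screen mean, later confirmed by dose response; inconclusive = inhibition over 29.93% but no dose response follow-up; inactive = inhibition at most 29.93% or unconfirmed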;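 also: 0% = low Mg2+ inducing control and 100% = high Mg2+ repressing control; strong numbers were not always called active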
Myeloid diff 2: myeloid differentiation induction; ER-HoxA9 myeloid progenitors, lysozyme-GFP differentiation, flow cytometry; calls only at 10 µM; actives 1% (n = 360,000); AID 624256;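 active = normalized GFP-positive differentiation at or above the plate's own cutoff, the solvent-only control mean plus 3 SD; inconclusive = no clear call, values can overlap the other calls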;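 also: cells exposed to compound for four days before flow analysis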
LYP inhibition: PTPN22 lymphoid phosphatase activity blockers – biochemical, fluorescence intensity, uHTS (AID 1779). recombinant LYP phosphatase, fluorescence intensity; higher % means a stronger effect. one-dose inhibition, % at 11.5 µM; IC50 in µM for titrated hits. actives 0.054% (n = 290,000); in the data active = inhibition above about 50%;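 also: plate controls were vehicle with enzyme for no effect and no enzyme for full effect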
SIAH1 antagonists: blockers of Siah-1 interaction with plectin peptide – biochemical, fluorescence polarization, rhodamine-plectin, uHTS, primary screen (AID 1817); Siah-1 / rhodamine-plectin peptide fluorescence polarization; higher % means a stronger effect; one-dose displacement, % at 20 µM; IC50 in µM for titrated hits; actives 0.02% (n = 290,000);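 active = displacement of at least 50% at 20 µM, with a fluorescence ratio check between 0.3 and a set limit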;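 also: plate controls were Siah plus tracer with DMSO for no effect and tracer alone without Siah for full effect; strong numbers were not always called active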
NTR1 ag cell count 20 µM: further read-out of NTR1 ag, marked with its call; cell count; measured here: cell count, cytotoxicity flag
Myeloid diff 2 GFP+ MAC1+ %: recorded beside Myeloid diff 2, whose call it bears; GFP+ MAC1+ double positive, %; measured here: differentiation confirmed by MAC1 staining
Numbers without * were called inactive; i = inactive; ? = inconclusive; nt = no result given.

Every second line gives: NTR1 ag, NTR1 ag cell count 20 µM, GPR35 arrestin U2OS, GPR55 antagonists, HIV peptide binding, Rac1 GTP hydrolysis, Salmonella PhoP GFP, Myeloid diff 2, Myeloid diff 2 GFP+ MAC1+ %, LYP inhibition, SIAH1 antagonists
- Cc1nnc(SCC(=O)Nc2nnc(-c3ccccc3)o2)s1
    0.0, 62, nt, nt, nt, 8%, 2%, i, 0.8, nt, nt
- COc1ccc(CC(=O)Nc2ccc(S(=O)(=O)Nc3ncccn3)cc2)cc1OC
    0.8, 48, -4%, 3%, -1.6%, 1%, 4%, i, 1.7, -4%, 8%
- Cc1ccc(N(CC(=O)NCC2CCCO2)C(=O)CCC(=O)Nc2nccs2)cc1 (configuration not stated)
    0.4, 52, -3%, -1%, 0.0%, 3%, -1%, i, 0.2, -8%, 0%
- CCCCn1ccnc1C(=O)c1cccc(S(=O)(=O)N2CC(C)CC(C)C2)c1 (configuration not stated)
    5.7, 56, -6%, 4%, -1.8%, 8%, 2%, i, 1.1, 1%, 2%
- Cc1cc(N2CC(C)OC(C)C2)nc2ccccc12 (configuration not stated)
    0.5, 44, 4%, 65%, 0.0%, 4%, 4%, i, 0.6, -6%, -2%
- O=C1CC2(CCN(C(=O)c3ccccc3Cl)CC2)Oc2ccccc21
    0.4, 73, nt, nt, nt, -6%, -11%, i, 0.2, nt, nt
- Cc1sc(NC(=O)c2ccco2)c(C(c2cccnc2)N2CCN(CCO)CC2)c1C (configuration not stated)
    0.7, 52, -9%, 5%, 0.6%, 8%, -7%, i, 0.8, 2%, -2%
- O=C(CSCc1cc(=O)n2ccsc2n1)Nc1ccc(F)cc1
    -0.6, 65, 11%, 20%, 1.7%, 6%, -7%, i, 1.8, 1%, -1%
- Cc1ccc(C(=O)O/N=C\c2ccc(N3CCCCC3)c([N+](=O)[O-])c2)cc1
    2.4, 33, 2%, 2%, -2.2%, 16%, 0%, i, 1.0, -6%, -4%
- C=CCOC(=O)C1=C(C)Nc2nnnn2C1c1cccs1 (configuration not stated)
    -0.5, 55, 1%, 13%, 0.9%, 9%, 14%, i, 1.6, -6%, 6%
- O=C(NCC1CCCO1)c1ccc(S(=O)(=O)Nc2ccccc2F)cc1 (configuration not stated)
    0.5, 64, nt, nt, nt, 4%, 0%, i, 0.3, nt, nt
- CCOC(=O)c1cc(-c2ccc(F)cc2)n(CCC(=O)NC2CCN(Cc3ccccc3)CC2)c1C
    1.0, 89, -4%, 2%, -0.9%, 2%, 2%, i, 0.2, -1%, 4%
- Cc1ccc(/C=C2/Sc3ccccc3N(CC(=O)NCC3CCCO3)C2=O)cc1 (configuration not stated)
    3.8, 50, 5%, 2%, 0.8%, 8%, -10%, i, 0.1, 4%, 5%
- COc1ccc(S(=O)(=O)Nc2ccc(NC(C)=O)cc2)cc1OC
    0.8, 70, -7%, 0%, -1.3%, 3%, 8%, i, 0.8, -8%, 5%
- COc1cc2ccccc2cc1C(=O)Nc1ccc(NC(=O)c2cccs2)cc1
    2.2, 40, -9%, -4%, 0.3%, 5%, -1%, i, 0.4, -4%, 2%
- Cn1c(NC(=O)c2ccco2)cc(=O)n(C)c1=O
    1.2, 59, -6%, 8%, 1.4%, 4%, 3%, i, 1.9, -3%, 8%
- Cc1c(Cl)cccc1NC(=S)N(CCN(C)C)C(C)c1ccccn1 (configuration not stated)
    -0.8, 50, -5%, 21%, 0.5%, 7%, -10%, i, 0.3, -2%, 6%
- CC(c1ccc(F)cc1)n1c(-c2cccs2)n[nH]c1=S (configuration not stated)
    4.7, 66, -6%, -7%, 0.5%, 9%, 5%, i, 0.2, -10%, 0%
- Cc1nc(Cl)c2c(n1)NC(=O)CO2
    1.8, 43, -1%, 5%, 2.0%, nt, -3%, i, 0.6, -6%, -1%
- CCc1ccc(-n2c(=O)c3c(C)c(C)sc3n(CC(=O)NCC3CCCO3)c2=O)cc1 (configuration not stated)
    -0.7, 58, -10%, 8%, 3.4%, 10%, -1%, i, 0.1, -1%, 10%
- O=C(NCCCCc1ccccc1)C1CC(c2ccccc2C(F)(F)F)=NO1 (configuration not stated)
    2.4, 88, -24%, -2%, -1.3%, 15%, 0%, i, 2.5, -4%, 16%
- Cc1ccccc1N1CCN(c2ncnc3c2cnn3Cc2ccc(Cl)cc2)CC1
    3.6, 34, 0.62µM*, 4%, 1.6%, 7%, -2%, i, 0.9, 11%, 2%
- Cc1cc(/C=N/NC(N)=S)c(C)n1-c1ccc(Cl)cc1
    -1.3, 75, 6%, 3%, 2.1%, 6%, 23%, i, 0.2, -3%, 0%
- O=C(CCN1C(=O)c2ccccc2C1=O)Nc1ccccc1C(F)(F)F
    -1.1, 46, -12%, 3%, -1.3%, -11%, -2%, i, 1.0, -7%, -1%
- Cc1nc(C)c(-c2ccc(SCc3ccc(Cl)cc3)nn2)s1
    2.9, 59, -6%, 8%, -1.7%, 8%, -1%, i, 0.2, -8%, -2%
- Cc1cc(C)nc(SCC(=O)Nc2ncc(Cc3cccc(Cl)c3Cl)s2)n1
    2.2, 44, -3%, 12%, -2.5%, 1%, -6%, i, 2.8, -1%, -1%
- O=C(CSc1nnc(CNC(=O)c2cccs2)o1)Nc1ccc2c(c1)OCO2
    -3.4, 94, -10%, 6%, -2.7%, 4%, -4%, i, 0.5, -10%, -1%
- O=C(Nc1nnc(SCc2ccc(F)cc2)s1)c1ccccn1
    13, 97, -14%, 7%, 1.8%, -1%, -7%, ?, nt, -1%, -7%
- COc1cc(NC(=O)c2cc([N+](=O)[O-])ccc2NC(=O)CNC2CCCCC2)cc(OC)c1
    3.7, 44, 2%, 0%, 4.4%, 4%, 10%, i, 1.7, -5%, -1%
- O=C(O)c1ccc(S(=O)(=O)N2CCC(c3nc(-c4ccccc4Cl)no3)CC2)cc1
    -1.0, 92, 13%, -10%, -3.6%, 6%, -7%, i, 5.2, -10%, 3%
- O=C(NCCN1CCCOC1=O)C(=O)NCCN1CCCOC1=O
    -0.9, 60, -5%, 4%, -1.8%, 12%, -5%, i, 0.1, -5%, 10%
- COc1ccc(NC(=O)CSc2ccc(-c3ccccn3)nn2)cc1OC
    1.7, 54, -8%, -2%, 0.9%, 13%, -3%, i, 1.1, 5%, -3%
- CCn1c(SCC(=O)Nc2ccc(C(=O)OC)cc2)nc2cccnc21
    -0.3, 56, 13%, 8%, -2.6%, -2%, -4%, i, 1.4, -8%, -3%
- COc1cccc2cc(C(=O)NCCC3=CCCCC3)c(=O)oc12
    3.9, 86, -12%, -3%, -2.6%, 5%, -6%, i, 0.2, -2%, -1%
- CCOc1ccccc1C(=O)Nc1ccc(NC(=O)c2ccccc2)cc1
    -0.9, 70, 6%, 15%, -0.7%, -6%, 2%, i, 0.2, -12%, -7%
- O=C(O)C1CC(O)CN1C(=O)c1ccco1 (configuration not stated)
    0.8, 72, 4%, 18%, 2.2%, 5%, -8%, i, 1.0, -7%, 4%
- COC(=O)C1[C@H]2SC(C)(C)C(C(=O)OC)N2C(=O)N1Cc1nc2ccccc2s1 (some centres not stated)
    0.4, 61, 18%, -1%, -0.8%, 10%, nt, i, 1.7, -15%, -7%
- Cc1cc(C)n(-c2nc3ccccc3s2)n1
    1.1, 76, 4%, -9%, -1.5%, 3%, -5%, i, 0.1, -11%, -3%
- Cc1ccccc1/C=C\c1nc2ccccc2c(=O)[nH]1
    5.1, 91, 1%, -8%, 0.3%, 6%, 11%, ?, nt, -7%, 12%
- O=C(COC(=O)c1nc(Cl)ccc1Cl)NNC(=O)c1cccs1
    1.1, 62, nt, nt, nt, 7%, -6%, i, 0.8, nt, nt
- O=C(O)c1cc(Nc2nc(N3CCOCC3)nc(N3CCOCC3)n2)ccc1Cl
    2.6, 79, 3%, 6%, 0.8%, 5%, 4%, i, 1.3, -6%, 7%
- COc1cc(C)nc(N2CCCC(C(=O)NCC(C)C)C2)n1 (configuration not stated)
    -0.7, 50, -8%, 2%, 2.1%, 1%, 4%, i, 0.8, -7%, 3%
- O=C(c1ccccc1Cl)N(Cc1ccccc1F)N1C(=O)CCCC1=O
    0.0, 54, 2%, 9%, -0.4%, 2%, 6%, i, 0.4, -5%, 7%
- Cc1ccc(SCc2ccc(C(=O)Nc3cc([N+](=O)[O-])ccc3C)cc2)cc1
    0.7, 58, 14%, 10%, 4.2%, 6%, 9%, i, 4.5, 2%, 0%
- CCOC(=O)CN(C)Cc1c[nH]c2ccccc12
    1.4, 56, 8%, -5%, 1.3%, nt, 31%, nt, nt, 1%, 1%
- Cc1cc(C)cc(OCC(=O)NCCN2CCOCC2)c1
    -1.5, 40, 10%, -14%, 1.7%, 8%, -1%, i, 0.8, -12%, -2%
- CCN1CCC(Nc2ccnc3cc(Cl)ccc23)CC1
    1.2, 43, 22%, 4%, 1.2%, 9%, 5%, i, 0.9, -4%, 0%
- CCN(C(=S)Nc1ccc(Oc2ccccc2)cc1)c1ccccc1
    3.0, 46, -16%, 15%, -0.6%, 12%, -9%, i, 0.3, -4%, 0%

Ordered by the number under Myeloid diff 2 GFP+ MAC1+ % (smallest number first): 3 from the list above
mol | Myeloid diff 2 GFP+ MAC1+ %
CCN(C(=S)Nc1ccc(Oc2ccccc2)cc1)c1ccccc1 | 0.3
O=C(O)C1CC(O)CN1C(=O)c1ccco1 (configuration not stated) | 1.0
COC(=O)C1[C@H]2SC(C)(C)C(C(=O)OC)N2C(=O)N1Cc1nc2ccccc2s1 (some centres not stated) | 1.7

Of the compounds above, these contain a COOH group.
Every second line gives: NTR1 ag, NTR1 ag cell count 20 µM, GPR35 arrestin U2OS, GPR55 antagonists, HIV peptide binding, Rac1 GTP hydrolysis, Salmonella PhoP GFP, Myeloid diff 2, Myeloid diff 2 GFP+ MAC1+ %, LYP inhibition, SIAH1 antagonists
- O=C(O)c1ccc(S(=O)(=O)N2CCC(c3nc(-c4ccccc4Cl)no3)CC2)cc1
    -1.0, 92, 13%, -10%, -3.6%, 6%, -7%, i, 5.2, -10%, 3%
- O=C(O)C1CC(O)CN1C(=O)c1ccco1 (configuration not stated)
    0.8, 72, 4%, 18%, 2.2%, 5%, -8%, i, 1.0, -7%, 4%
- O=C(O)c1cc(Nc2nc(N3CCOCC3)nc(N3CCOCC3)n2)ccc1Cl
    2.6, 79, 3%, 6%, 0.8%, 5%, 4%, i, 1.3, -6%, 7%
